# EWS-Fli block – blocks EWS/Fli oncoprotein-driven transcription; hit rate 0.67% among 350,000; A673 NR0B1-luciferase reporter, viability-normalised; inhibition, % at 12.6 µM;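 active means mean inhibition of at least 50% after viability correction, with every replicate also passing that limit; inconclusive means mean reaches 50% but only one of two replicates passes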;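 further: firefly luciferase signal divided by Alamar Blue viability fluorescence both relative to DMSO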
# miR-122 sensor – blocks miR-122 activity in Huh7 sensor cells; Huh7 miR-122 Renilla luciferase sensor, 48 h; neutral wells = 0, positive control = 100; activation (reporter increase), % at 12.5 µM; hit rate 0.3% among 340,000;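 active means mean replicate activation score at least 90 and every replicate individually at or above 90; inconclusive means only one of the two criteria met; inactive means neither criterion met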;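 further: higher luciferase means less miR-122 activity so hits act as miR-122 inhibitors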
# PAX8 reporter – lowers PAX8-driven luciferase in RMG-I cells; hit rate 1.2% among 360,000; RMG-I TPO-luciferase reporter, SteadyGlo, 24 h; inhibition, % at 12.6 µM; AID 652154;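 active means mean replicate inhibition at least 60% with every replicate also reaching 60%; inconclusive means only one of the two criteria is met; inactive means mean below 60% and not all replicates reaching 60%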;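 further: luciferase light reporting Pax8 driven TPO promoter activity; plate controls were median of neutral control wells for no effect and mitoxantrone controls for full effect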
# Cneo AK release – Cryptococcus neoformans lysis via adenylate kinase release. C. neoformans lysis, adenylate kinase release luminescence, 4 h; normalised: neutral wells 0, clomiphene wells 100. lysis activity, % at 15 µM. hit rate 0.2% among 360,000;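 active means mean lysis activity across replicates of at least 80%, whatever share of replicates individually reach that level; inactive means mean lysis activity below 80%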
#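 Material: C. neoformans cells; Schedule: 4 h static compound exposure, 37 °C, read 1 h post-reagent; Measured by: adenylate kinase release luminescence; Read-out: signal increase indicating cell lysis; Controls: Clomiphene as positive lysis control.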
# LGR2 antag – inhibitors of bursicon-induced Drosophila LGR2 receptor cAMP signaling; HEK293 LGR2, CRE-luciferase, bursicon-stimulated, 4 h; inhibition, % at 9.99 µM; hit rate 0.35% among 380,000;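 active means drop in luminescence signal, shown as inhibition above about 50% in the replicate tests, limit read from the data, passing the limit was not always enough; inconclusive means probably only some replicates passing the limit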;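 further: agonist challenge used bursicon conditioned medium at about half maximal strength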
# PGC1a acetyl inh – lowers PGC1a acetylation signal in U2OS cells. AlphaScreen anti-acetyl-lysine; with virally co-expressed GCN5 acetyltransferase. AID 651687. inhibition, % at 15.6 µM. hit rate 0.17% among 350,000;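 active means every replicate shows inhibition of at least 40%; inconclusive means mean inhibition at least 40% but some replicate below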;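 further: 0% = neutral control wells and 100% = positive control wells; some results beyond the cut were filed as inactive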
# Casp6 inh – caspase-6 (human) enzyme inhibition; P55212; purified caspase-6, Z-VEID-R110 cleavage fluorescence; inhibition, % at 12.5 µM; hit rate 0.53% among 350,000;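 active means mean inhibition across replicates at least about 35%, with every replicate also reaching that limit, limit read from the data; inconclusive means only one of the two criteria met; inactive means neither criterion met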;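 further: 0% = median of neutral control wells and 100% = no fluorescence left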
# Target sequence (P55212 24-179 limits assumed): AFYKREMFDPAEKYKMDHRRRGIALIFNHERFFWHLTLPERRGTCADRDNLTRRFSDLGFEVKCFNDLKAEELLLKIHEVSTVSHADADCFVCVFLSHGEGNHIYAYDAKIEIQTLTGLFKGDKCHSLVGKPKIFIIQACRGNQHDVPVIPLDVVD
# Target sequence (P55212 194-293 limits assumed): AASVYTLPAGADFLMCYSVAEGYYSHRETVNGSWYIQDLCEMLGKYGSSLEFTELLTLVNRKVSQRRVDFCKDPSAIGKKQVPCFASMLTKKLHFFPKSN
# FN deposition inh – fibronectin deposition inhibition; inhibition, % at 12.6 µM; hit rate 0.086% among 350,000; AH1F fibroblasts, Alexa488-fibronectin deposition fluorescence, overnight;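 active means mean inhibition across replicates of 30% or more, regardless of how many single replicates reach that level; inconclusive means mean under 30% yet at least half of replicates reach 30%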;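 further: positive control wells lacked labelled fibronectin entirely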
#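 Material – AH1F fibroblast monolayer, labelled fibronectin deposition · Reagent – labelled fibronectin 24 nM · Timing – 1 h adhesion, overnight exposure · Measured by – fluorescence at 485 nm excitation, 525 nm emission · Read-out – inhibition of fibronectin deposition signal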
# Numbers without * were called inactive; ? = inconclusive; . = no result given; [ ] = remark or other dose.
SMILES	EWS-Fli block	miR-122 sensor	LGR2 antag	PGC1a acetyl inh	FN deposition inh	Casp6 inh	Cneo AK release	PAX8 reporter
CCCC(=O)Nc1ccc2c(c1)C(=O)N(C)[C@@H]1CC[C@@H](CC(=O)NCCN3CCCCC3)O[C@@H]1CO2	-4	-8[16.7 µM]	-15	1	6	.	-2	0
O=C(CN1CCOCC1)Nc1ccc(Cl)cc1	14	-5	-6	-4	7	-2	-3	-22
Cc1ccccc1OC(C)C(=O)Nc1ccc(S(=O)(=O)N2CCCC2)cc1 (configuration not stated)	2	-5	8	-14	-7	2	-1	7
C[C@@H]1CCCCO[C@@H](CN(C)Cc2ccc(Cl)c(Cl)c2)[C@@H](C)CN([C@H](C)CO)C(=O)c2cc(NC(=O)NC3CCCCC3)ccc2O1	1	5[16.7 µM]	-12	.	.	-1	53	-5
CCC1(CC)NC(=O)N(CC(=O)Nc2cccc3ccccc23)C1=O	-1	.	-20	.	14	-2	1	1
Cc1occc1C(=O)Nc1cccc(Cl)c1Cl	-57	24	-51	-3	3	3	-5	-57
CNC(=O)C[C@H]1CC[C@@H]2[C@@H](COc3ccc(NC(=O)c4cc(C)on4)cc3C(=O)N2C)O1	-16	29[16.7 µM]	4	0	.	.	-1	-51
O=C(COc1ccccc1Cl)Nc1ccc(N2CCN(C(=O)c3ccccc3)CC2)cc1	-5	-10	30	-6	-10	-8	7	.
CN(CC(=O)Nc1ccc(N2CCOCC2)cc1)CC(=O)Nc1ccc(N2CCOCC2)cc1	4	-7	2	6	2	-4	.	-24
COc1ccc(CN(C)C[C@H]2Oc3ccc(NC(=O)CCCCCC(=O)Nc4ccccc4N)cc3C(=O)N([C@H](C)CO)C[C@H]2C)cc1	-16	.	1	-7	.	0	.	12
CO[C@@H]1CN(C)C(=O)c2cc(NC(=O)C3CCOCC3)ccc2OC[C@@H](C)N(CC2CCOCC2)C[C@H]1C	-5	1[16.7 µM]	1	.	-7	1	-1	-9
NC(N)=NC(N)=Nc1ccccc1	-5	-1	-16	9	3	-12	2	-4
Cc1ccccc1S(=O)(=O)NCC[C@H]1CC[C@H](NC(=O)Nc2cccc(Cl)c2)[C@H](CO)O1	11	-8[16.7 µM]	.	12	0	1	1	5
O=C(Nc1ccn(CCCNCCc2ccccn2)c(=O)n1)OCc1ccccc1	-2	-2	-19	-3	-3	-3	0	-2
COC(=O)Oc1nsnc1N1CCOCC1	-7	-1	-5	-3	.	0	-1	.
O=C(NCc1cccnc1)C(=O)NCC1OCCN1S(=O)(=O)c1ccc(Cl)cc1 (configuration not stated)	-5	-7	.	16	5	-2	0	-7
COc1ccc(S(=O)(=O)Nc2ccc3c(c2)CC(=O)N([C@H](C)CO)C[C@H](C)[C@H](CN(C)C(=O)Nc2ccccc2)O3)cc1	0	-1[16.7 µM]	19	8	.	-4	-1	-3
Cc1ccc(S(=O)(=O)N(C)C[C@H]2Oc3ccc(NC(=O)CCN4CCOCC4)cc3CC(=O)N([C@H](C)CO)C[C@@H]2C)cc1	0	61[16.7 µM]	0	-2	.	-1	47	-1
COc1ccc2c(c1)C=C(C(=O)OCc1cccnc1)CO2	4	7	-7	8	6	4	.	-1
Cc1ccc(C(=O)n2c(-c3ccccc3)cnc2SCC(=O)Nc2ccccc2)cc1	-4	.	-19	.	-9	-1	.	-21
Cc1csc(NC(=O)C(CC(C)C)NS(=O)(=O)c2ccc3c(c2)oc(=O)n3C)n1 (configuration not stated)	-72	-9	-9	-2	-10	3	3	-43
O=C(N[C@@H]1C=C[C@@H](CC(=O)N2CCOCC2)O[C@@H]1CO)c1cccc(F)c1	-4	2[16.7 µM]	-12	-10	-24	19	53	5
CC(C)=C[C@H]1C[C@H](C)[C@H]2CC[C@H](C)c3c(O[C@@H]4O[C@@H](C)[C@@H](O)[C@@H](O)[C@@H]4O)c(O)c(C)c1c32	15	-3	.	-23	.	2	1	.
Cc1cc(NC(=O)CSCC(=O)OC(C)C(=O)c2cc(C)c(C)cc2C)no1 (configuration not stated)	-4	1	2	-3	9	2	3	12
C[C@H](O)C#Cc1cnc2c(c1)C(=O)N([C@H](C)CO)C[C@H](C)[C@@H](CN(C)C(=O)c1ccc(F)cc1)O2	10	.	8	11	.	1	-14	.
C[C@@H]1CCCCO[C@@H](CN(C)C(=O)Nc2ccc3c(c2)OCO3)[C@H](C)CN([C@H](C)CO)C(=O)c2cc(NC(=O)C3CCCCC3)ccc2O1	12	-9[16.7 µM]	15	-6	.	2	1	.
O=C(CSc1ncccn1)NCc1cccc(Cl)c1	-24	.	-17	.	3	1	.	-54
C=CCOc1ccccc1CNCc1ccc(F)cc1	-8	-2	-11	0	9	-1	.	2
COc1ccc(C(C)(C)C)cc1NC(=O)COC(=O)CSCc1c(C)noc1C	-5	1	-9	8	0	1	-2	-7
COc1ccc(N(C)C(=O)c2cnc(N3CCN(c4ncccn4)CC3)c3ccccc23)cc1	.	-7	.	9	0	.	0	7

# Some of the entries above, set out differently.
> O=C(Nc1ccn(CCCNCCc2ccccn2)c(=O)n1)OCc1ccccc1
- EWS-Fli block: -2
- miR-122 sensor: -2
- LGR2 antag: -19
- PGC1a acetyl inh: -3
- FN deposition inh: -3
- Casp6 inh: -3
- Cneo AK release: 0
- PAX8 reporter: -2
> COc1ccc2c(c1)C=C(C(=O)OCc1cccnc1)CO2
- EWS-Fli block: 4
- miR-122 sensor: 7
- LGR2 antag: -7
- PGC1a acetyl inh: 8
- FN deposition inh: 6
- Casp6 inh: 4
- Cneo AK release: .
- PAX8 reporter: -1
> O=C(CSc1ncccn1)NCc1cccc(Cl)c1
- EWS-Fli block: -24
- miR-122 sensor: .
- LGR2 antag: -17
- PGC1a acetyl inh: .
- FN deposition inh: 3
- Casp6 inh: 1
- Cneo AK release: .
- PAX8 reporter: -54

# More compounds
SMILES	EWS-Fli block	miR-122 sensor	LGR2 antag	PGC1a acetyl inh	FN deposition inh	Casp6 inh	Cneo AK release	PAX8 reporter
COCCNC(=O)C[C@H]1CC[C@@H](NC(=O)NC2CCCCC2)[C@@H](CO)O1	.	.	1	11	.	13	-2	.
C=CCNS(=O)(=O)c1cc2c3c(c1)CCN3C(=O)CC2	6	-5	0	-4	19	1	-1	-5
CCC(c1nnnn1Cc1ccco1)N1CCN(C(=O)c2ccco2)CC1 (configuration not stated)	.	1	.	11	5	.	-2	6
O=C(c1ccc(Br)c([N+](=O)[O-])c1)N1CCN(Cc2ccccc2)CC1	19	.	0	.	-5	15	-1	2
Cc1ccc(S(=O)(=O)NC(=O)C2(C)CCN2C(=O)C2(c3ccc(Cl)cc3)CCC2)cc1 (configuration not stated)	2	4	-9	-7	-8	3	2	14
N=C1CCCN1c1ccccc1O	12	3	-4	0	2	-2	0	-8
C[C@@H]1CN([C@H](C)CO)C(=O)CCCn2cc(nn2)CO[C@@H]1CN(C)Cc1cccnc1	1	1[16.7 µM]	2	5	-2	.	.	-4
O=C(Cc1ccncc1)NCC[C@@H]1CC[C@@H](NC(=O)C2CCC2)[C@H](CO)O1	2	.	-3	5	.	-1	-6	-14
CCC1(c2ccc(OC)cc2)NC(=O)N(CC(=O)c2ccc3c(c2)OCCO3)C1=O (configuration not stated)	-5	.	6	.	-9	3	-2	-2
Cc1ccc(CN2CC(N3CCN(CC4CC4)CC3)CS2(=O)=O)cc1 (configuration not stated)	-13	2	11	13	9	-8	0	1
COc1ccc(NC(=O)c2cc3n(n2)C(C(F)(F)F)CC(c2ccc(OC)cc2)N3)cc1 (configuration not stated)	.	-3	16	2	2	.	-1	.
COc1ccc(NS(=O)(=O)c2cc(C(=O)N3CCC3)ccc2C)cc1	2	22	13	2	-2	-68	0	-20
O=C(CNSc1ccc([N+](=O)[O-])cc1[N+](=O)[O-])OCc1ccccc1	9	.	1	.	2	2	.	10
CC(NS(=O)(=O)c1ccc(Cl)c(Cl)c1)C(=O)OCC(=O)Nc1ccc2c(c1)OCO2 (configuration not stated)	0	-2	2	5	2	-2	11	-8
NC(=O)CC[C@@H]1NC(=O)[C@@H]2CCCN2C(=O)c2cc([N+](=O)[O-])cc(F)c2NCCC[C@@H](C(N)=O)NC1=O	-7	-6	.	-5	-13	-1	-3	-8
CN1CCN(C2CN(Cc3cn(Cc4ccc(Cl)cc4)nn3)S(=O)(=O)C2)CC1 (configuration not stated)	8	.	5	.	6	-5	.	-18
CN1NC(=O)CC1c1ccccc1 (configuration not stated)	-3	.	16	9	2	-1	4	.
O=C1NC2(CCC3(CC2)OCCO3)NN1c1ccccc1	1	11	4	?	.	-1	.	6
O=C(COc1ccc(F)cc1Br)N1CCc2ccccc21	.	0	.	5	-3	.	-1	-266
COC(=O)[C@@]1(C(C)C)N=C(c2cc(OC)c(OC)c(OC)c2)[C@]2(O1)C(=O)N(Cc1ccc(OC)cc1)c1ccc(Br)cc12	2	.	0	.	.	1	.	7
CN(C[C@H]1N[C@@H](CO)[C@H]1c1ccc(-c2cccnc2)cc1)C(=O)CC1CC1	3	-29[16.7 µM]	4	-6	-7	-3	1	-6
O=C(NNC(=O)c1ccco1)c1ccc(NS(=O)(=O)c2cccs2)cc1	-3	.	-6	.	2	-1	.	-8
CCOc1ncccc1C(=O)N(CCC(C)C)c1c(N)n(Cc2ccccc2)c(=O)[nH]c1=O	-3	4	2	-18	7	-1	2	-103
COc1ccccc1CNC(=O)c1ccc2c(=O)n(CC3CCCO3)c(=S)[nH]c2c1 (configuration not stated)	-9	-4	-8	-1	4	-1	1	10
C/C=C/c1ccc([C@H]2[C@@H](CO)N(C(=O)COC)[C@@H]2CNC(=O)C2CC2)cc1	.	.	4	6	2	1	.	.
COc1ccccc1-c1cccc(-c2nc(C(=O)N3CCOCC3)cc3c2[C@@H](CCO)N([S@](=O)C(C)(C)C)C3)c1	-7	.	1	-17	1	0	0	8
CC(=O)N1CC2(C1)[C@H](c1ccccc1)[C@H](CO)N2CC1CCOCC1	1	.	20	1	.	3	.	2
Cc1ccc(-c2ccc3c(c2)O[C@@H](CN(C)Cc2ccncc2)[C@@H](C)CN([C@@H](C)CO)S3(=O)=O)cc1	10	0[16.7 µM]	-21	1	-9	-2	-2	.
O=C(Nc1nnc(C2CCCO2)s1)c1cccs1 (configuration not stated)	.	0	-28	-7	0	.	-2	.
O=C(Nc1ccccc1)c1cccc(S(=O)(=O)NCc2ccco2)c1	.	71	.	4	3	.	-2	-5
Cc1noc(C)c1S(=O)(=O)N(C)C[C@H]1OCCCC[C@H](C)Oc2ccc(NC(=O)NC(C)C)cc2C(=O)N([C@H](C)CO)C[C@@H]1C	-8	3[16.7 µM]	3	0	2	3	-6	-9
CCCCC(CC(O)COCCC)C(=O)NN (configuration not stated)	-1	.	-2	3	.	-2	.	9
O=C(c1cc(C2CC2)nn1-c1ccccc1)N1CCN(Cc2ccc(Cl)cc2)CC1	10	-5	-6	-2	3	5	2	9
O=C(COC(=O)c1ccc(O)cc1O)NC(=O)NCc1ccccc1	7	.	4	.	9	4	0	-2
Nc1ncnc2c1ncn2[C@@H]1O[C@H](C(=O)N2CCCN(Cc3cccs3)CC2)[C@@H](O)[C@H]1O	5	0	3	8	-1	0	8	4
Cc1ccc(O)c(/C=N/NC(=O)Cc2ccc(Cl)cc2)c1	3	-4	9	-5	11	0	0	29

# Screening results deposited in PubChem by Broad Institute.
